High-throughput results: PubChem BioAssay, NCI
yeast bub3 – NCI yeast anticancer drug screen, S. cerevisiae bub3 mutant strain | % growth inhibition at 50 µM | 78,000 tested, 9.9% active | AID 167;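 note: 0% = growth of vehicle-only cultures of the same strain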
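Mutant yeast screening strain plus compound; vehicle-treated cultures serve as the 0% inhibition reference.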
mlh1 rad18 – NCI yeast anticancer drug screen, S. cerevisiae mlh1 rad18 strain | % growth inhibition at 50 µM | 79,000 tested, 11% active | AID 175;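 note: 0% = growth of vehicle-only cultures of the same strain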
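Compound-treated yeast growth, normalised to vehicle controls. Strain bears defined DNA repair mutations.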
cln2 rad14 – NCI yeast anticancer drug screen, S. cerevisiae cln2 rad14 strain. AID 165. growth inhibition, % at 50 µM. 78,000 tested, 8.3% active;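 note: 0% = growth of vehicle-only cultures of the same strain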
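Strain: cln2 rad14 yeast, altered in cell cycle control and DNA damage repair. Read-out: growth inhibition vs vehicle.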
yeast sgs1 mgt1 – NCI yeast anticancer drug screen, S. cerevisiae sgs1 mgt1 strain; 78,000 tested, 10% active; growth inhibition, % at 50 µM;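 note: 0% = growth of vehicle-only cultures of the same strain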
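Genetically altered yeast, compound exposure, growth inhibition relative to vehicle.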
yeast mec2-1 – NCI yeast anticancer drug screen, S. cerevisiae mec2-1 strain; % growth inhibition at 50 µM; AID 157; 79,000 tested, 9% active;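 note: 0% = growth of vehicle-only cultures of the same strain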
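Test agents were screened against the mec2-1 yeast strain, with defined DNA repair or cell cycle alteration. Growth was scored as inhibition against vehicle-only controls.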
yeast rad50 – NCI yeast anticancer drug screen, S. cerevisiae rad50 strain | growth inhibition, % at 50 µM | 79,000 tested, 10% active | AID 155;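 note: 0% = growth of vehicle-only cultures of the same strain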
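Inhibition values express reduced yeast growth in compound-treated cultures relative to vehicle-treated controls.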
The depositor's hits bear a star; · = no result given; & = joins results of further samples. Cut-off read from the data, not from the text of the source: active = growth inhibition above about 70%; inactive = the rest.

Start of the data: the first 4 entries (preview)
Compound	yeast bub3	mlh1 rad18	cln2 rad14	yeast sgs1 mgt1	yeast mec2-1	yeast rad50
CC(=O)C(Cc1ccccc1)(Cc1ccccc1)C(C)=O	1	2	7	-8	-1	3
O=C(/C=C/c1ccc(OCc2ccccc2)cc1)c1cccs1	-13	13	20	2	3	18
CC(C)(C)OC(=O)Cc1c[nH]c2ccccc12	-28	-41	-19	-9	-27	-38
N#C/C(=C\c1ccc2c(c1)OCO2)C(N)=O	·	32	·	·	0	23

Results (from the top)
Compound	yeast bub3	mlh1 rad18	cln2 rad14	yeast sgs1 mgt1	yeast mec2-1	yeast rad50
CC(=O)C(Cc1ccccc1)(Cc1ccccc1)C(C)=O	1	2	7	-8	-1	3
O=C(/C=C/c1ccc(OCc2ccccc2)cc1)c1cccs1	-13	13	20	2	3	18
CC(C)(C)OC(=O)Cc1c[nH]c2ccccc12	-28	-41	-19	-9	-27	-38
N#C/C(=C\c1ccc2c(c1)OCO2)C(N)=O	·	32	·	·	0	23
CCOC(=O)Nc1ccccc1OCC	6	-3	-90	-4	2	-11
O=C(C(c1ccccc1)c1ccccc1)C(O)(c1ccccc1)c1ccccc1	37	43	58	40	5	52
CCOc1ccc(NC(=O)C(=O)CC(=O)C2=C(C)Nc3ccccc3S2)cc1	-1	28	-2	12	15	28
O=c1ccn(O)cc1	0	2	9	20	-22	30
Cc1cc2c(c(C(=O)NCCC(=O)N[C@@H](C)C(=O)OCc3ccccc3)c1)Oc1c(cc(C)cc1C(=O)NCCC(=O)N[C@@H](C)C(=O)OCc1ccccc1)S2	-10	27	29	30	11	24
COc1ccc(Cl)c(C(=O)O)c1	7	28	21	4	7	19
Cc1ccc(S(=O)(=O)NNCCC#N)cc1	-5	8	0	-4	6	-5
NNC(=O)c1ccc(OCc2nc3ccccc3[nH]2)cc1	-87	-19	5	1	-32	-15
C(=C\c1cnnc2ccccc12)/c1ccncc1	-1	32	38	9	-2	49
CC(=O)OC1[C@@H](OC(C)=O)[C@H](OC(C)=O)C2(CO2)[C@H](OC(C)=O)[C@H]1OC(C)=O (stereo partly drawn)	0	13	-30	-6	-4	-7
CC(=O)N(c1ccccc1)c1ccccc1	0	4	6	3	13	13
CCN(CC)CC(O)CN1CCCc2ccccc21 (stereo not drawn)	8	-13	-5	1	2	-9
NC(=O)N1C(=O)C=CC1=O	4	3	-11	6	-1	7
Cc1ccc2c(c1)C(=O)N(CC[P+](c1ccccc1)(c1ccccc1)c1ccccc1)C2=O	67	62	36	67	64	62
CCN1CCCC(C#N)(c2ccccc2)CC1 (stereo not drawn)	3	-4	9	14	7	14
C/C(N=NC(=S)N1CCCCCC1)=C1\C=CC=CN1O	69	·	31	68	74*	73*

Compound	yeast bub3	mlh1 rad18	cln2 rad14	yeast sgs1 mgt1	yeast mec2-1	yeast rad50
O=C(O)c1cccc(F)c1C(=O)c1ccc2ccccc2c1	-22	-10	-15	-13	4	-14
Oc1ccc(/C=N/NC(=S)NN2CCOCC2)nc1	88*	88*	81*	89*	90*	87*
O=C1NC(=S)S/C1=C/c1ccnc2ccccc12	-9&5	-12&1	-32&21	-3&19	9&15	7&18
C[C@H](C(=O)C12CC3CC(CC(C3)C1)C2)[C@H](O)c1ccccc1	-12	-18	17	-11	5	6
CC(=O)Nn1c(N)nc2ccccc21	-20	-9	-24	7	14	-6
O=C1C2=C(CCC2)C(=O)N1c1ccc(N2C(=O)C3=C(CCC3)C2=O)cc1	-11	-13	-15	-16	-5	-13
O=C(c1c2c(cc3c1CC1(Cc4cc5c(cc4C1)CCCC5)C3)CCCC2)C(Br)Br	-9	-11	-12	16	-15	-7
S=c1nc[nH]c2c1cnn2-c1ccccc1	-7	40	-13	54	20	6
C=C(C)OCOCCOC	-44	-54	18	-25	1	1
COc1cc(/C=C/C=C2\CC(C)C/C(=C\C=C\c3ccc(O)c(OC)c3)C2=O)ccc1O (stereo not drawn)	1	8	18	6	8	9
Oc1cccc(/C=C/c2cnnc3ccccc23)c1	-1	-21	-23	3	-15	-21
O=[N+]([O-])c1ccc(S(=O)(=O)C/C=C/CCl)c([N+](=O)[O-])c1	99*	100*	99*	100*	100*	99*
CC(C)CCc1c(Cl)nc(Cl)nc1Cl	44	17	10	34	39	32
NC(N)=NS(=O)(=O)c1ccc(NC(=O)c2ccc(Cl)c3c(Nc4ccc(S(=O)(=O)N=C(N)N)cc4)c4ccccc4nc23)cc1	10	29	35	31	32	32
Brc1cnc2nc(Cc3ccccc3)[nH]c2c1	27	3	-52	17	8	5
C/C=C1\NC(=O)[C@H]2CSSCCC=C[C@H](CC(=O)N[C@H](C(C)C)C(=O)N2)OC(=O)[C@H](C(C)C)NC1=O	58	34	52	26	35	26
Cc1nc2c3c4c(sc3nc(C)n2n1)CCCC4	7	12	80*	22	10	1
CCOC(=O)C(C)c1nc2ccc(C(F)(F)F)cc2[nH]c1=O (stereo not drawn)	43	40	14	40	17	2
Cc1nnc(Nc2ccc(Cl)c(Cl)c2)s1	11	5	12	27	-20	-7
O=P(Nc1cccc(Cl)c1)(Nc1cccc(Cl)c1)c1ccccc1	85*	96*	77*	97*	74*	97*

Compound	yeast bub3	mlh1 rad18	cln2 rad14	yeast sgs1 mgt1	yeast mec2-1	yeast rad50
CCNC(=S)NCC	0	18	7	21	-29	-11
COc1ccc2nc3cc([N+](=O)[O-])ccc3c(NNc3ccc([N+](=O)[O-])cc3)c2c1	55	66	31	65	37	58
O=C(O)c1cccc2c1CCCC2	-12	8	0	-22	7	-3
OC(c1ccc(Cl)cc1)c1nc2ccccc2[nH]1 (stereo not drawn)	19	33	16	36	18	41
CCC1CCC(CC)C1OC(C)=O (stereo not drawn)	-29	-22	-26	-12	-28	-31
CCNc1ncc2nc(C(=O)OCC)c(=O)n(CC)c2n1	48	11	-8	26	-5	-1
CCCC(=O)Nc1ccc(O)c2c1C1CCCCCC21 (stereo not drawn)	-18	-12	2	-21	-7	9
O=S(=O)(c1ccccc1)C1CC(c2ccccc2)N(c2ccccc2)O1 (stereo not drawn)	-4	51	18	11	-6	16
O=C(c1ccccc1)C1C(C(=O)c2ccccc2)C1c1ccccc1 (stereo not drawn)	31	-16	3	21	-4	-11
CC(=O)ON1CCC=NC1	4	-7	8	-20	10	20
O=P1(O)c2ccccc2Oc2ccccc21	-1	-44	3	7	-2	-4
O/N=C/C1=CCCCC1	6	-11	-4	-8	-8	-13
Cc1ccc(C)c(CN(C)C)c1O	-11	23	25	5	-1	-1
O=[N+]([O-])c1cccc2nc3ccccc3c(NCCC[N+]3([O-])CCOCC3)c12	34	94*	95*	80*	83*	83*
O=[N+]([O-])c1cc2c3ccccc3c([N+](=O)[O-])cc2c2ccccc12	-10	11	-15	-9	-15	-10
COc1ccc(/C=C(\C#N)c2nc(-c3cc4ccccc4oc3=O)cs2)cc1	-39	-56	-2	-21	6	8
c1ccc2c(c1)Sc1ccccc1N2CCCN1c2ccccc2Sc2ccccc21	20	34	15	10	13	37
COc1ccc2nc3cc([N+](=O)[O-])ccc3c(Nc3ccc(S(=O)(=O)N=C(N)N)cc3)c2c1	39	54	13	48	22	60
Cc1csc2nc3[nH]ncc3c(=O)n12	-6	-15	-10	-15	-59	-22
O=C1c2cc3c(cc2CC12Cc1ccccc1C2)CCC3	50	17	17	47	2	20

Compound profiles (already shown). Order of values: yeast bub3, mlh1 rad18, cln2 rad14, yeast sgs1 mgt1, yeast mec2-1, yeast rad50
Listed for `O=C1c2cc3c(cc2CC12Cc1ccccc1C2)CCC3` → 50, 17, 17, 47, 2, 20
Listed for `CCNc1ncc2nc(C(=O)OCC)c(=O)n(CC)c2n1` → 48, 11, -8, 26, -5, -1
Listed for `OC(c1ccc(Cl)cc1)c1nc2ccccc2[nH]1` (stereo not drawn) → 19, 33, 16, 36, 18, 41
Listed for `O=S(=O)(c1ccccc1)C1CC(c2ccccc2)N(c2ccccc2)O1` (stereo not drawn) → -4, 51, 18, 11, -6, 16
Listed for `O=C(c1ccccc1)C1C(C(=O)c2ccccc2)C1c1ccccc1` (stereo not drawn) → 31, -16, 3, 21, -4, -11

(list continues)
Compound	yeast bub3	mlh1 rad18	cln2 rad14	yeast sgs1 mgt1	yeast mec2-1	yeast rad50
C=C(C)C1Cc2cc(C(C)=O)ccc2O1 (stereo not drawn)	-4	-59	6	10	-12	13
C/C=C/C1OCC(C)(C)CO1	-25	-2	-47	-13	23	-1
Cc1c2ccncc2cc2c1sc1ccncc12	90*	89*	91*	91*	93*	91*
c1cncc(CCc2cccnc2)c1	-12	-7	12	-13	-1	0
CCCOc1ncnc2nc[nH]c12	5	20	-6	2	-6	7
COc1cc2c(cc1OC)-c1nc(Nc3ccccc3)sc1CC2	78*	93*	29	82*	87*	43
CCS(=O)(=O)c1ccc(NC(=O)OC2CCCC2)cc1	8	6	12	8	3	-5
CCc1ccccc1NC(=O)C(=O)CC(=O)c1ccc(Cl)s1	-10	0	26	7	3	45
C=CCOc1ccc(/C=N/NC(N)=S)cc1	88*	52	58	44	87*	88*
Nc1cccc(OCc2ccc([N+](=O)[O-])cc2)c1	22	16	-5	24	-2	-3
Cc1nccn1C(/C(=N/O)c1ccccc1)c1ccccc1 (stereo not drawn)	11	3	14	0	10	-1
O=C(N/N=C/c1ccc(Br)cc1)N/N=C/c1ccc(Br)cc1	-5	-13	11	-6	-16	-14
O=C(O)c1ccc(NC(=O)c2cccc([N+](=O)[O-])c2)cc1	4	31	-25	2	-22	22
CC(=O)N(C)c1cc(NCc2ccccc2)ccc1OCc1ccccc1	96*	98*	80*	98*	98*	98*
CN(C)c1nc(N)cc(N)n1	6	-15	-15	-17	-5	-7
O=C(Nc1cccc2ccccc12)c1ccc(Cl)cc1Cl	9	5	1	22	15	4
CCCCN(CCCC)C(=O)c1cccc(C)c1	53	14	-16	4	8	14
Nc1cc(Cl)c(I)c(Cl)c1	-2	14	10	5	-30	-4
CN1CN=C(Sc2ccc(Cl)cc2[N+](=O)[O-])NC1	-7	-12	-5	-22	-36	-22
O=C(NNc1ccccc1)c1cccc([N+](=O)[O-])c1	99*	99*	94*	99*	99*	98*

Compound	yeast bub3	mlh1 rad18	cln2 rad14	yeast sgs1 mgt1	yeast mec2-1	yeast rad50
COc1ccc(NC(=O)CC(=O)N/N=C/c2ccc(N(CCC#N)S(C)(=O)=O)cc2)cc1	-24	-15	12	-39	-3	-9
N#Cc1cc([N+](=O)[O-])ccc1NC(=O)/C(=N/N)C(C(=O)c1ccc(Cl)c(Cl)c1)C1OC(=O)c2ccccc21 (stereo not drawn)	92*	92*	90*	91*	92*	92*
CCSc1nc(Cl)nc2c1cnn2C	25	5	4	8	-2	8
Cc1ccc(SSCCCS(=O)O)cc1	66	75*	60	84*	51	61
CC(=O)Oc1cccc(C)c1	-13	-6	-28	-19	-5	-21
CN(C)CCCNC(=O)Nc1ccc(Cl)cc1	0	13	12	0	8	8
COC1CCC(C(C)(C)C)CC1 (stereo not drawn)	6	-22	-4	0	-12	2
CCOc1ccc(C2=NNC(=O)CC2)cc1	14	18	14	-9	-9	26
CC(C)NCCC#N	-4	8	9	-6	-6	1
CC(C)(C(=O)c1ccccc1)C(=O)c1ccccc1	6	-5	10	-7	-24	-8
CSC1=CC(=NCc2ccccc2)CC(C)(C)S1	16	22	5	14	3	27
O=C(OCC1OC(OC(=O)N(c2ccccc2)c2ccccc2)C(OS(=O)(=O)c2ccc([N+](=O)[O-])cc2)C1OC(=O)c1ccccc1)c1ccccc1 (stereo not drawn)	0	24	-10	-5	-5	34
O=C(Nc1ccc(Cl)c(Cl)c1)OCc1ccco1	93*	92*	92*	93*	93*	91*
O=C(NCc1ccccc1)/C(=C/c1ccccc1)NC(=O)c1ccccc1	-12	-43	-7	-34	-31	-33
CCCC(/C=N/N=C(N)N)=N\N=C(N)N	-9	-11	-33	-14	-9	-24
CC(=O)CCC(=O)OCc1ccccc1	-3	4	10	1	8	35
O=C1c2ccccc2C(=O)c2c1cc1c(c2[N+](=O)[O-])OCO1	9	56	42	31	27	30
COc1cc(N)c2c(c1)SC(c1ccccc1)C(=O)N2 (stereo not drawn)	33	16	14	1	4	-24
OC1CC2CCC(C1)N2CCCN1c2ccccc2Sc2ccc(Cl)cc21 (stereo not drawn)	99*	94*	97*	99*	97*	99*
CC1=NN(C(=O)c2ccc(Cl)cc2)C(=O)C1N=Nc1ccc(S(=O)(=O)Nc2ccccn2)cc1 (stereo not drawn)	-11	31	20	15	17	-1
Cc1c2ccnc(-c3ccc(F)cc3)c2cc2c1[nH]c1ccccc12	-17	-5	-36	66	-14	0
